FXIa single inh: human FXIa protease inhibitors, primary screen, biochemical, single compound per well; hit rate 0.3% among 33,000; purified human FXIa, fluorogenic AMC substrate cleavage; inhibition, % at 10 µM; Coagulation factor XI (Homo sapiens), P03951;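 active = inhibition above 40% in the primary screen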;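 note: 0% = enzyme without compound and 100% = blank wells lacking enzyme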
FXIIa single: human FXIIa protease inhibitors, primary screen, biochemical, single well; purified human FXIIa, AMC substrate fluorescence, 2 h; inhibition, % at 10 µM; AID 701, 2007; hit rate 0.2% among 33,000; in the data active = inhibition above about 30%;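 note: 0% = enzyme with vehicle only and 100% = no enzyme blank; many of its hits are not listed in these tables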
Target sequence (P00748 20-372 limits assumed): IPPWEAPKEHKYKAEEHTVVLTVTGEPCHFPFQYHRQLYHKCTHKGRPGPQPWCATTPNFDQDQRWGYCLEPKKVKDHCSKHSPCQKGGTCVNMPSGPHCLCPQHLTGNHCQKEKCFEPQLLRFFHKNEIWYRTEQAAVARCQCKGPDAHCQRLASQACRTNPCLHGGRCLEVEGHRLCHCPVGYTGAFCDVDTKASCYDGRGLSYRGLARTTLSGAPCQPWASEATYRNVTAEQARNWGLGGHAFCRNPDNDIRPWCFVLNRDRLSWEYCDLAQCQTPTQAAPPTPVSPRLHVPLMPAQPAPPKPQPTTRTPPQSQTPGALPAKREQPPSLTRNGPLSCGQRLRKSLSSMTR
Target sequence (P00748 373-615 limits assumed): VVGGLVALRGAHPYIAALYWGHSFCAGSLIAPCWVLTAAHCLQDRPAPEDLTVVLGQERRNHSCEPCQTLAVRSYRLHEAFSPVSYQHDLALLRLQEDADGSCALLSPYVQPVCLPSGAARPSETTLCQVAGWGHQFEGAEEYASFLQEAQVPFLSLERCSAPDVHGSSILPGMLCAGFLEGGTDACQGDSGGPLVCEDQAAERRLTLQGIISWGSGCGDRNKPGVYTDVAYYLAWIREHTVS
Active calls of the source: *. The list is partial; count on the stated rates, not on these rows.

SMILES	FXIa single inh	FXIIa single
COc1ccc(CCN2CCC(Nc3nc4ccccc4n3Cc3ccc(F)cc3)CC2)cc1	4	15
CCNc1nc(SC(C(C)=O)C(C)=O)nc(N(C)C)n1	-7	-2
O=C(NCCc1ccccc1)C1CCN(S(=O)(=O)c2ccccc2)CC1	6	10
Cc1nc2ccc(NC(=O)c3cccc(S(=O)(=O)N4CC(C)OC(C)C4)c3)cc2s1 (stereo unspecified)	3	9
CC1Cc2ccccc2N1C(=O)C1CCCCN1S(=O)(=O)c1ccccc1 (stereo unspecified)	9	3
Cc1ccc(C(=O)O)cc1-c1ccc(/C=C2/NC(=O)N(c3ccccc3)C2=O)o1	0	12
CCCCN(CCNP(=O)(OCC)OCC)CP(=O)(OCC)OCC	-13	8
C=CCn1c(SCC(=O)Nc2sccc2C(N)=O)nc2sc(CC)cc2c1=O	5	4
C/C(=C\C(=O)O)C12CC3CC(CC(C3)C1)C2	1	-5
CCOC(=O)c1c(-c2ccc(C)o2)csc1NC(=O)CN1CCOCC1	-3	9
CC(=O)N1CCN(Cc2nc3cc(NC(=O)c4ccc(Cl)cc4)ccc3n2C)CC1	5	3
O=C(Nc1ccc(N2CCN(C(=O)c3ccccc3)CC2)c(Cl)c1)c1cccnc1	-5	10
CCC(C)(C(=O)NC1CCCCC1)N(C(=O)c1ccccn1)c1ccc(C)cc1 (stereo unspecified)	-3	9
CCOc1cc2[nH]c(=S)n(CCN3CCCCC3CC)c(=O)c2cc1OCC (stereo unspecified)	17	-9
Cc1occc1C(=O)N1N=C(C2CC2)CC1(O)C(F)(F)F (stereo unspecified)	-3	8
Cc1ccc(SCC(=O)NCCCN2CCOCC2)cc1	-4	3
CC1(C)Cc2c(sc3nc(-c4ccccc4Cl)n(N)c(=O)c23)CO1	-11	-2
O=C(c1ccc(F)cc1)N1CCCCC(Sc2nnc3ccccn23)C1=O (stereo unspecified)	5	12
CCN(CC)C(=O)CC(c1ccc(F)cc1)c1ccco1 (stereo unspecified)	-3	0
COc1ccc(N2CCN(CCNC(=O)c3ccc(NC(=O)C4CCCO4)cc3)CC2)cc1 (stereo unspecified)	-8	5
COc1cccc(C(=O)NCCC2=CCCCC2)c1	4	7
Cc1ccc(-c2noc(CN3CCCCC3)n2)cc1	-1	2
O=C(Nc1ccncc1)C1CC1c1ccccc1 (stereo unspecified)	-2	2
S=c1[nH]nc(-c2cc3ccccc3o2)n1Cc1ccccc1	4	3
Cc1ccc(-n2c(SCC(=O)NCc3ccco3)nc3sc(C)c(C)c3c2=O)cc1	5	7
CS(=O)(=O)N(CC(=O)N1CCN(c2ccccc2F)CC1)c1cc(C(F)(F)F)ccc1Cl	5	10
CC12CCC(C(=O)N3CCN(Cc4ccccc4)CC3)(OC1=O)C2(C)C (stereo unspecified)	-12	-10
O=C1CCCc2c1sc1nc3n(c(=O)c21)CCCCC3	3	9
Fc1ccccc1/C=C1\CCCC2=C1Nc1ncnn1C2c1ccccc1F (stereo unspecified)	0	8
CCN(CC)C(=O)CSc1nc2ccccc2c(=O)[nH]1	-15	6
Cc1cccc(-c2nnc(SCc3ccc(C#N)cc3)n2Cc2ccco2)c1	-4	3
Cc1cc(S(=O)(=O)NC2CCCCC2)ccc1OCC(=O)N1CCOCC1	-12	0
CN(Cc1ccccc1)S(=O)(=O)c1ccc(OCC(=O)N2CCOCC2)cc1	-5	8
COc1ccc(S(=O)(=O)NC2CCCC2)c(Cl)c1Cl	9	4
S=C1N(c2ccccc2)C(c2ccc(Cl)cc2)N2CCCN12 (stereo unspecified)	-7	6
COc1ccc(C(=O)Nc2cccc(C)c2)cc1S(=O)(=O)N1CCOCC1	3	7
CCCCP(=O)(CCCC)Cc1ccccc1	5	6
Cc1ccc(NC2=NCC(=O)N2Cc2ccccc2)c(C)c1	0	-2
COc1cc(C2Nc3ccc4ncccc4c3C3=C2C(=O)CC(C)(C)C3)cc(OC)c1O (stereo unspecified)	-8	7
Cc1ccc2[nH]c3c(c2c1)CN(C(=O)CN1CCN(c2ccccn2)CC1)CC3	-6	4

Entries shown so far that have an NH in an aromatic ring, in the order listed:
SMILES	FXIa single inh	FXIIa single
CCOc1cc2[nH]c(=S)n(CCN3CCCCC3CC)c(=O)c2cc1OCC (stereo unspecified)	17	-9
S=c1[nH]nc(-c2cc3ccccc3o2)n1Cc1ccccc1	4	3
CCN(CC)C(=O)CSc1nc2ccccc2c(=O)[nH]1	-15	6
Cc1ccc2[nH]c3c(c2c1)CN(C(=O)CN1CCN(c2ccccn2)CC1)CC3	-6	4

More entries follow:
SMILES	FXIa single inh	FXIIa single
CC1CCC(NC(=O)C2CCC(CNS(=O)(=O)c3cccc4nsnc34)CC2)CC1 (stereo unspecified)	8	5
COc1ccc(-c2noc(CCC(=O)N(C)c3cccc(C)c3)n2)cc1	-8	-10
CCC(NC(=O)C1CCC1)c1ccc(C)cc1 (stereo unspecified)	-4	4
CCCc1nc2ccccc2n1CCOC	6	2
O=C(N1CCOCC1)N1CCN(c2ccccc2)CC1	-8	-2
CCC(=O)N1CCN(c2ccc(NC(=O)COc3ccccc3Cl)cc2)CC1	-7	2
CCCCN(CC)C(=O)c1cc2cc3ccc(OC)cc3nc2o1	3	1
Cc1ccc(C(=O)NCCc2csc(-c3cccnc3)n2)cc1	4	4
COc1ccc(C(=O)Nc2ccc(S(=O)(=O)NC(C)C)cc2)cc1	-1	9
O=C(CSc1nnc(C2CC2)n1-c1ccccc1)NCCc1ccc(F)cc1	1	1
COC(=O)c1c(NC(=O)c2ccccc2)sc2c1CC(C)(C)OC2	1	0
CCOc1ccc(-c2nnc3sc(-c4c(OC)cccc4OC)nn23)cc1	-2	3
CC(Oc1ccccc1F)C(=O)Nc1ccc2ccccc2c1 (stereo unspecified)	-4	2
COc1cccc(OC)c1OCCN1CCN(C(=O)c2ccco2)CC1	6	9
OCCCc1nc2n(n1)C(c1cccs1)C=C(c1ccccc1)N2 (stereo unspecified)	1	-1
FC(F)Oc1ccccc1NC(=S)NCc1ccco1	6	4
O=S(=O)(Nc1ccc(N2CCOCC2)nn1)c1ccccc1	0	-18
N#Cc1c(-c2ccccc2)cc(-c2ccco2)c(C#N)c1N	0	-4
O=C(OCc1ccc2c(c1)OCO2)c1ccc(S(=O)(=O)N2CCCC2)cc1	-3	0
O=C1CC(c2ccccc2)CCc2sccc2N1 (stereo unspecified)	-1	11

Taken from the listing, 7 compounds:
SMILES	FXIa single inh	FXIIa single
COc1cccc(OC)c1OCCN1CCN(C(=O)c2ccco2)CC1	6	9
OCCCc1nc2n(n1)C(c1cccs1)C=C(c1ccccc1)N2 (stereo unspecified)	1	-1
FC(F)Oc1ccccc1NC(=S)NCc1ccco1	6	4
O=S(=O)(Nc1ccc(N2CCOCC2)nn1)c1ccccc1	0	-18
N#Cc1c(-c2ccccc2)cc(-c2ccco2)c(C#N)c1N	0	-4
O=C(OCc1ccc2c(c1)OCO2)c1ccc(S(=O)(=O)N2CCCC2)cc1	-3	0
O=C1CC(c2ccccc2)CCc2sccc2N1 (stereo unspecified)	-1	11

Later entries:
SMILES	FXIa single inh	FXIIa single
Cc1ccc(C)c(NC2=C(Cl)C(=O)OC2OC(=O)c2ccco2)c1 (stereo unspecified)	4	3
CCn1c(Cc2ccccc2)nnc1SCC(=O)Nc1nc2ccccc2s1	-12	6
CC(C)(C)n1nnnc1C(c1cccs1)N(Cc1cccnc1)Cc1ccccc1Cl (stereo unspecified)	-1	3
CC(=O)Nc1cccc(C(=O)NC(C)c2ccc(S(N)(=O)=O)cc2)c1 (stereo unspecified)	6	5
Cc1ccc2cc(CN(CCN3CCOCC3)Cc3nnnn3Cc3ccco3)c(=O)[nH]c2c1C	3	6
CC1(c2ccccc2)NC(=O)N(CC(=O)NCCC2=CCCCC2)C1=O (stereo unspecified)	16	-16
c1ccc(-c2cnn3nnnc3n2)cc1	0	6
CN(C)CCNC(=O)c1cc2ccccc2oc1=O	-1	3
COc1ccc(C(=O)N[C@H](C(=O)Nc2ccc(OC)nc2)C(C)C)cc1	11	2
Cn1c(Oc2ccc3c(c2)OCO3)nc2c1c(=O)n(Cc1ccccc1)c(=O)n2C	-7	0
COc1ccc(S(=O)(=O)Nc2cc(C)ccc2OC)cc1C	4	6
CCN(CCNC(=O)CN1CCN(Cc2ccc(Cl)cc2)C1=O)c1ccccc1	-2	3
COc1ccc(-c2nnc(SCCc3ccccc3)n2N)cc1	-3	5
CCCCC(=O)NC(=S)NNC(=O)CC	-6	-3
COc1cc(/C=N/N=C(/N)c2nonc2N)cc(Br)c1OCc1cccc(C)c1	-9	3
Nc1nc(Cl)nc2c1ncn2[C@@H]1O[C@H](CO)[C@@H](O)[C@H]1O	6	3
CN(C)S(=O)(=O)c1cccc(C(=O)NCC2CCCO2)c1 (stereo unspecified)	-3	-2
O=C(Nc1cccnc1)c1ccccc1O	2	9
COc1ccc(NC(=O)/C(C#N)=C\c2cc(C)n(-c3ccc(Oc4ccc([N+](=O)[O-])cn4)cc3)c2C)cc1	-1	11
CCCCCC(C)n1[nH]c(=O)cc1N (stereo unspecified)	-2	3

Single records, as listed above.
Shown for Cn1c(Oc2ccc3c(c2)OCO3)nc2c1c(=O)n(Cc1ccccc1)c(=O)n2C : FXIa single inh = -7; FXIIa single = 0
Shown for COc1cc(/C=N/N=C(/N)c2nonc2N)cc(Br)c1OCc1cccc(C)c1 : FXIa single inh = -9; FXIIa single = 3

Carrying on.
SMILES	FXIa single inh	FXIIa single
CN(CC(=O)N1CCN(c2ccccc2F)CC1)S(=O)(=O)c1cnc[nH]1	6	13
CCc1c(C)nc(N)n2c(SCC(=O)Nc3ccccc3)nnc12	0	3
CC(c1ccccc1)C1CC(=O)N(c2ccc(C(=O)O)cc2)C1=O (stereo unspecified)	-1	2
O=C1NC(c2ccc(Br)cc2)Nc2sc3c(c21)CCC3 (stereo unspecified)	9	4
COC(=O)c1cccc(NS(=O)(=O)c2ccc(OC)c(OC)c2)c1C	-7	-10
CN(C)CCC(=O)NCC1OCCc2ccccc21 (stereo unspecified)	-5	6
COc1ccccc1CNC(=O)C(C)NS(=O)(=O)c1ccc(Br)cc1 (stereo unspecified)	-1	2
Clc1ccccc1C(c1nnnn1Cc1ccco1)N1CCN(Cc2ccco2)CC1 (stereo unspecified)	-2	4
CCOC(=O)C1CCN(C(=O)CN(c2ccc3c(c2)OCCO3)S(C)(=O)=O)CC1	5	9
CCOc1ccc(CC(=O)Nc2c(C(=O)Nc3ccccc3)oc3ccccc23)cc1OCC	-7	2
O=c1c(-c2ccc(F)cc2)coc2cc(O)ccc12	7	6
COC(=O)C1C(=O)NCC1c1ccc(C)cc1 (stereo unspecified)	9	5
CC(=O)NNc1ccc(C(F)(F)F)cc1[N+](=O)[O-]	-3	-12
CCOC(=O)c1c(C)[nH]c(/C(C)=N/O)c1C	1	3
O=C1NCCCC2c3c(cc(Br)c(O)c3Br)OC12N1CCCCC1 (stereo unspecified)	-6	5
Cc1cc2cc(CNC(=O)Nc3cccc(Cl)c3)ccc2n1C	2	14
CC(Sc1nnc(-c2cccs2)n1-c1ccccc1)C(=O)NCc1ccc2c(c1)OCO2 (stereo unspecified)	7	9
CCOc1ccccc1N1CC(C(=O)Nc2ccc(C(=O)O)cc2)CC1=O (stereo unspecified)	2	-11
CCOC(=O)C1CCCN(Cc2cc(Br)ccc2OC)C1 (stereo unspecified)	4	6
CC(C)c1ccc(/C=C2\CC/C(=C\C=N\N(C)C)C2=O)cc1	2	5
Cc1ccc2oc(-c3cccc(NC(=O)c4ccc(Br)o4)c3C)nc2c1	19	-10
CC(=O)c1cccc(NC(=O)C2CCCN(S(=O)(=O)c3ccc(F)cc3)C2)c1 (stereo unspecified)	3	5
Cn1c(=O)cc(SCC(=O)N2CCN(Cc3ccc4c(c3)OCO4)CC2)c2ccccc21	-2	6
CC(C)CCNC(=O)CNC(=O)c1cccs1	12	3
CC(=O)C1=C(O)C(=O)N(CCCO)C1c1ccccc1 (stereo unspecified)	11	4
O=C(OCC#CCSc1nnc(-c2ccncc2)o1)c1sc2ccccc2c1Cl	-18	-11
COCCOC(=O)c1c(C)nc(SCC(=O)Nc2cccc3ccccc23)c(C#N)c1-c1ccco1	31	-16
O=C1CCCN1CCCn1cnc2c([nH]c3ccc(F)cc32)c1=O	1	4
COC(=O)c1ccc(CSc2nc3ccccc3o2)cc1	6	4
CCOC(=O)c1c(N2C(=O)C3C4C=CC(O4)C3C2=O)sc2c1CCCC2 (stereo unspecified)	4	2
Cc1ccc(C(=O)O)cc1S(=O)(=O)N1CCCC1	0	8
Cn1c(=O)c2[nH]cnc2n(-c2ccccc2)c1=O	2	7
Cc1cccc(OCCn2nc(C(=O)O)c3ccccc3c2=O)c1	-4	4
Cc1cccc(C)c1NC(=O)C1NC(=O)CC1c1ccccc1 (stereo unspecified)	-2	6

A different layout for 6 compounds above:
Value order – FXIa single inh, FXIIa single
- CC(C)CCNC(=O)CNC(=O)c1cccs1
 : 12, 3
- CC(=O)C1=C(O)C(=O)N(CCCO)C1c1ccccc1 (stereo unspecified)
 : 11, 4
- O=C(OCC#CCSc1nnc(-c2ccncc2)o1)c1sc2ccccc2c1Cl
 : -18, -11
- COCCOC(=O)c1c(C)nc(SCC(=O)Nc2cccc3ccccc23)c(C#N)c1-c1ccco1
 : 31, -16
- O=C1CCCN1CCCn1cnc2c([nH]c3ccc(F)cc32)c1=O
 : 1, 4
- COC(=O)c1ccc(CSc2nc3ccccc3o2)cc1
 : 6, 4

Screening results deposited in PubChem BioAssay by PCMD.
